SK-BR-3 tox 24h – SK-BR-3 proliferation inhibitors | actives 0.47% (n = 41,000) | SK-BR-3 viability, CellTiter-Glo ATP luminescence, 24 h; stronger effect = lower value | viability, % at 10 µM | AID 847;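 active = viability at or below the median of all test compounds minus 3 SD, in both replicates if run twice, cut at about 45% in these data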;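 note: 100% = median untreated cell wells and 0% = median positive control drug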
* = called active by the depositor. Not all compounds are listed (hit frequency here may not be typical).

SMILES | SK-BR-3 tox 24h
Cc1ccc(C)c(Cn2nnc3c(=O)[nH]c(C4CCCN(C(=O)CC(C)C)C4)nc32)c1 (configuration not stated) | 101
O=c1cc(-c2ccccc2)nc(N2CCN(Cc3ccccc3)CC2)[nH]1 | 87
Cn1c(=O)c2[nH]c(CN(Cc3ccccc3)Cc3ccccc3)nc2n(C)c1=O | 55
O=C(CCN1C(=O)c2ccncc2C1=O)Nc1ccc2c(c1)OCCO2 | 88
O=C(NCc1ccco1)c1ccc(S(=O)(=O)c2cccc(S(=O)(=O)N3CCOCC3)c2)cc1 | 84
CC(C)[C@H](NC(=O)Nc1ccc2c(c1)OCCO2)C(=O)O | 92
Cc1ccc(CS(=O)(=O)CCC(=O)NCc2ccccn2)cc1 | 104
Cn1nnnc1-c1cc(Br)ccc1NC(=O)c1ccccc1 | 81
Cc1ccc(OCC(=O)Nc2cccc(O)c2)cc1C | 107
Cc1ccc(-n2nc3c(c2NC(=O)c2ccc(OC(C)C)cc2)CS(=O)C3)cc1 (configuration not stated) | 98
CCCNCc1cc(OCC)c(OCC(N)=O)cc1Br | 101
CC1=C(C(=O)OCCOC(C)C)C(c2cc3c(cc2Br)OCO3)C2=C(CCCC2=O)N1 (configuration not stated) | 86
COc1ccc(N2CCN(C(c3cccc(OC)c3OC)c3nnnn3C3CCCC3)CC2)cc1 (configuration not stated) | 108
Cc1nc(SCC(=O)CC(=O)OC(C)C)c(C#N)c(C)c1C | 87
Cc1ccc2[nH]c3c(=O)n(CCCN4CCN(C)CC4)cnc3c2c1 | 109
CCn1cc(/C=N/O)c(C)n1 | 82
O=C(Nc1ccc(Nc2ccccc2)cc1)c1ccco1 | 89
O=c1oc2ccccc2n1CCn1c2ccccc2c2nc3ccccc3nc21 | 69
CC(C)(C)OC(=O)N1CCC(C(=O)O)CC1 | 75
CCOc1ccc(-c2nnc3sc(COc4ccccc4)nn23)cc1 | 86
Cc1nnc(N2CCOCC2)c2ccccc12 | 97
Nc1c(S(=O)(=O)c2ccccc2)c2nc3ccccc3nc2n1Cc1ccco1 | 85
CCc1c(C)nc2ncnn2c1N1CCC(C(=O)N2CCN(c3ccc(F)cc3)CC2)CC1 | 87
CCCCC1CC(CSc2ncn[nH]2)OC1=O (configuration not stated) | 99
CN(C)/C=N/c1c(C#N)cnn1-c1ccccc1 | 103
Cc1cc2nc(-c3cccc(NC(=O)c4ccc(Br)o4)c3C)oc2cc1C | 113
CCOC(=O)N1CCN(C(=O)c2ccc3c(=O)n(Cc4ccccc4)c(=S)[nH]c3c2)CC1 | 85
COc1cc2c(cc1O)C(SC)=NC(C)(C)C2 | 69
CC(=O)Nc1ccc(S(=O)(=O)N(C2=NCC(C)S2)c2ccccc2)cc1 (configuration not stated) | 91
CC1CN(C(=O)c2cnn3c(C(F)F)cc(-c4ccccc4)nc23)CC(C)O1 (configuration not stated) | 57
O=C(Nc1ccc2c(c1)nc1n2CCOC1)C1CCCCC1 | 100
C=CCOC(=O)C1CC=CCC1C(=O)Oc1ccc(F)cc1F (configuration not stated) | 98
CCOC(=O)N1CCC(=C(C#N)C(=O)Nc2cc(OC)ccc2OC)CC1 | 119
O=C(Nc1nccs1)C1CCCN1S(=O)(=O)c1ccc(Cl)cc1 (configuration not stated) | 85
CC1CN(c2nc3c(c(=O)n(C)c(=O)n3C)n2Cc2c(Cl)cccc2Cl)CC(C)O1 (configuration not stated) | 99
CCn1c(SCC(=O)c2ccc(O)c(O)c2)nnc1-c1ccccc1OC | 96
Cc1ccc(C(CCN)c2ccco2)cc1 (configuration not stated) | 64
O=C(O)C(Cc1c[nH]c2ccccc12)NS(=O)(=O)c1cccc2nsnc12 (configuration not stated) | 112
CN(CC(=O)Nn1cnnc1)S(=O)(=O)c1cc(Cl)ccc1Cl | 93
COc1cccc(-c2csc(N3CCN(Cc4ccccc4)CC3)n2)c1 | 78
Cn1c(=O)[nH]c(=O)c2c1nc(OC(=O)c1ccccc1)n2CC(O)COc1ccc(F)cc1 (configuration not stated) | 94
COC(=O)COc1nc(C)c(Br)c(OC)n1 | 87
O=C(OC(C(=O)NCC1CCCO1)c1ccccc1F)c1ccco1 (configuration not stated) | 87
O=C(O)CCN(CCC(=O)O)S(=O)(=O)c1ccccc1 | 96
CC(=O)c1cccc(NC(=O)CN(c2ccc(C)cc2)S(=O)(=O)c2cccc3nonc23)c1 | 75
O=c1c2ccccc2nc(SCc2cn3ccsc3n2)n1-c1ccccc1F | 102
O=C(CN(C1CC1)S(=O)(=O)c1ccc(S(=O)(=O)N2CCCCCC2)cc1)Nc1ccccc1 | 108
CC1CCCCN1C(=O)Cn1c(=O)n(CCC(=O)NCc2ccco2)c(=O)c2sccc21 (configuration not stated) | 101
CCOC(=O)c1c(C)oc2ccc(NS(=O)(=O)c3ccc4c5c(cccc35)C(=O)N4)cc12 | 87
CCCOC(=O)NC(CC)COC(=O)Nc1cc(C)ccc1C (configuration not stated) | 70
Nc1nc2sc3c(c2c(=O)s1)CCCC3 | 91
N#Cc1ccc(CN2CCN(C(=O)c3ccccc3)CC2)c(Cl)c1 | 68
CCOC(=O)Cc1csc(NC(=O)c2c(-c3c(F)cccc3Cl)noc2C)n1 | 76
COc1ccc(-n2nnnc2S(=O)(=O)Cc2ccc(C(=O)O)cc2)cc1 | 110
Cc1c(C2(O)C(=O)Nc3ccc(F)cc32)c(=O)n(-c2ccccc2)n1C (configuration not stated) | 92
CCCCCOC(=O)Cn1c(N2CCCCCC2)nc2c1c(=O)[nH]c(=O)n2C | 65
COc1cc(C2C3C(C)N(C)C(=O)N(C)C3N(C)C(=O)N2C)ccc1O (configuration not stated) | 99
O=C1COc2ccc(C(=O)COC(=O)Cn3cnc4ccccc43)cc2N1 | 101
Cc1cc2ncn(C(=O)N3CCCCC3)c2cc1C | 137
CC1CCN(C(=O)CN(c2ccc3c(c2)OCO3)S(C)(=O)=O)CC1 | 82

Following part
SMILES | SK-BR-3 tox 24h
CCOC(=O)N1CCN(C2=CC(=O)OC23CCCCC3)CC1 | 92
COc1ccc(C2NC(=O)NC3=C2CCc2ccccc23)cc1 (configuration not stated) | 78
O=C(CCCC(=O)N1CCN(c2ccccc2F)CC1)N1CCN(c2ccccc2F)CC1 | 91
CCc1c(C(=O)Nc2ccc(OC)c(Cl)c2)[nH]c(C)c1C(C)=O | 62
Cc1cccc(C)c1NS(=O)(=O)c1c(C)[nH]c(=O)[nH]c1=O | 88
COC(=O)COc1ccc(S(=O)(=O)Nc2ccc(NC(C)=O)cc2)cc1 | 96
COc1cccc(C(=O)Cn2c(N3CCCCC3)nc3c2c(=O)n(C)c(=O)n3C)c1 | 94
CC(=O)Nc1ccc(S(=O)(=O)Nc2c(C)n(C)n(-c3ccccc3)c2=O)cc1 | 88
COc1ccc(N2C(=O)CCC(C(=O)N(C)C3CCCCC3)C2c2ccc(OC)c(OC)c2)cc1 (configuration not stated) | 122
CN(C)CCCOC(=O)Cc1ccc(Cl)cc1 | 85
CC(C)(C)NC(=O)C(c1ccccc1F)N(Cc1ccco1)C(=O)c1csnn1 (configuration not stated) | 103
COCCCn1c2nc3ccccc3nc2c2c(=O)n(-c3ccccc3OC)c(C)nc21 | 86
CCOC(=O)C1=C(C)NC(SCC(=O)OC)=C(C#N)C1c1ccc(C(=O)OC)cc1 (configuration not stated) | 97
CCCOc1ccccc1C(=O)N(Cc1ccco1)C1CCS(=O)(=O)C1 (configuration not stated) | 95
O=C(Nc1cc(C(F)(F)F)ccc1N1CCOCC1)c1ccco1 | 75
Nc1nc(N)c2sc3nc4c(cc3c2n1)CCC4 | 95
Cc1nc2nc(-c3cccnc3)nn2c(C)c1Cl | 89
O=C(CN1C(=O)CNC1=O)Nc1cccc(C(F)(F)F)c1 | 90
Cc1ccc(C)c2[nH]c(=O)c(CN(Cc3ccc4c(c3)OCO4)Cc3nnnn3Cc3ccco3)cc12 | 86
CCc1nc(N)c(C#N)c(-c2ccc(OC)c(OC)c2)c1C | 83
O=C(CCN1CCc2ccccc2CC1)c1ccc2c(c1)OCCO2 | 83
COc1ccc(C(=O)Nc2ccc(S(=O)(=O)Nc3cc(C)nc(C)n3)cc2)c(OC)c1 | 95
CC(C)Oc1cc2oc(=O)c3c(c2cc1Cl)CCC3 | 91
O=C(Nc1cccc(F)c1)c1c(F)c(F)c(F)c(F)c1F | 77

Five entries from above, set out differently:
mol,SK-BR-3 tox 24h
Nc1nc(N)c2sc3nc4c(cc3c2n1)CCC4,95
Cc1nc2nc(-c3cccnc3)nn2c(C)c1Cl,89
O=C(CN1C(=O)CNC1=O)Nc1cccc(C(F)(F)F)c1,90
Cc1ccc(C)c2[nH]c(=O)c(CN(Cc3ccc4c(c3)OCO4)Cc3nnnn3Cc3ccco3)cc12,86
CCc1nc(N)c(C#N)c(-c2ccc(OC)c(OC)c2)c1C,83

Continued:
SMILES | SK-BR-3 tox 24h
Cc1ccc(Cn2c(=O)n(Cc3ccco3)c(=O)c3ccccc32)cc1 | 77
O=C1CCCC2=C1C(c1ccccc1)CC(=O)N2c1ccccc1 (configuration not stated) | 53
Cc1ccc(C(=O)NC2CCS(=O)(=O)C2)cc1S(=O)(=O)N1CCCCC1 (configuration not stated) | 100
Cc1ccc(-n2c3c(cc(C(=O)Nc4cccc(C)n4)c2=O)C(=O)CCC3)cc1 | 111
CC(C)Cc1ccc(S(=O)(=O)N2CCN(C(=O)c3ccco3)CC2)cc1 | 112
Cc1nn2c(c1-c1ccccc1)N=C(c1ccco1)CC2c1ccccc1 (configuration not stated) | 88
COc1ccc(C)cc1-n1c(-c2ccncc2)n[nH]c1=S | 84
COc1cc(OC)cc(C(=O)NCC2CCCO2)c1 (configuration not stated) | 104
CC(C)Cn1nc(NS(=O)(=O)c2ccccc2)c2cc3ccccc3nc21 | 69
CCCNS(=O)(=O)c1ccc(OCC(=O)NCCCOC)cc1 | 84
COc1ccc(Cn2nnnc2C(c2cccnc2)N2CCN(c3ccc(O)cc3)CC2)cc1 (configuration not stated) | 89
CSCCC(NC(=O)c1ccc(C)o1)C(=O)O (configuration not stated) | 101
COc1ccccc1C(=O)n1nc(C)cc1C | 90
COc1cccc(=O)c2c(C)oc(C)c12 | 103
CCOc1cccc(C(=O)N(Cc2ccco2)C2CCS(=O)(=O)C2)c1 (configuration not stated) | 101
CCOC(=O)Cc1csc2nc3sc(C)c(C)c3c(=O)n12 | 118
COC(=O)C1C(=O)C2=C(CC1C)NC(=O)CC2c1ccccc1 (configuration not stated) | 96
C=CCc1ccccc1OCC(CN1CCCCC1)OC(C)=O (configuration not stated) | 60
Cc1ccc(CCN2CC(C(=O)NCCCN3CCCCCC3)CC2=O)cc1 (configuration not stated) | 87
COc1ccc(CNC(=O)c2noc3c2CCCC3)cc1 | 76
Cc1onc(-c2c(F)cccc2Cl)c1C(=O)OCC(=O)Nc1c(C)n(C)n(-c2ccccc2)c1=O | 91
O=C1NC(c2cc3c(cc2Cl)OCO3)Oc2ccccc21 (configuration not stated) | 110
Cn1c2c(c(=O)n(C)c1=O)CN(Cc1ccc(F)cc1)CN2 | 61
Cc1ccc(S(=O)(=O)NC(C)C(=O)NC2CCCCCC2)cc1 (configuration not stated) | 75
O=C(O)C1CCN(c2nc(-c3ccccc3)nc3c2oc2ccccc23)CC1 | 92
CCn1c(=O)c2c(cnn2C)c2ccccc21 | 109
COc1ccccc1NC(=O)CSc1nnnn1C | 104
N#CC1=C(SCC(=O)c2ccc(Br)cc2)NC2=C(C(=O)CCC2)C1c1ccco1 (configuration not stated) | 90
O=C(Nc1cccc(-c2nnc(-c3ccccc3)o2)c1)C1CCCO1 (configuration not stated) | 81
O=C(CN(c1ccc(F)cc1)S(=O)(=O)c1ccc2c(c1)OCCO2)NCc1ccccn1 | 90
CCc1ccccc1N(CC)C(=O)c1cn(C)c(=O)c2cc(OC)c(OC)cc12 | 76
COc1ccc(-n2cnnc2)cc1 | 93
Cn1c(NCc2cccnc2)nc2c1c(=O)n(Cc1ccccc1F)c(=O)n2C | 80
c1ccc(Cn2nnnc2C(c2cccs2)N2CCSCC2)cc1 (configuration not stated) | 81
c1ccc2c(c1)nc(N1CCN(C3CCCCC3)CC1)c1nnnn12 | 71
COC(=O)CSc1nnc(C)c(=O)[nH]1 | 78

In another format: entries from further up.
COc1ccc(CNC(=O)c2noc3c2CCCC3)cc1
- SK-BR-3 tox 24h = 76
CCc1ccccc1N(CC)C(=O)c1cn(C)c(=O)c2cc(OC)c(OC)cc12
- SK-BR-3 tox 24h = 76
CCn1c(SCC(=O)c2ccc(O)c(O)c2)nnc1-c1ccccc1OC
- SK-BR-3 tox 24h = 96
COC(=O)C1C(=O)C2=C(CC1C)NC(=O)CC2c1ccccc1 (configuration not stated)
- SK-BR-3 tox 24h = 96

The listing continues:
SMILES | SK-BR-3 tox 24h
Cc1oc2cc(O)ccc2c(=O)c1N1C(=O)c2ccccc2C1=O | 107
CC(C)CC(=O)NC1(C(F)(F)F)C(=O)Nc2c1c(=O)n(C)c(=O)n2C (configuration not stated) | 89
CCSc1ncnc2c1oc1ccccc12 | 107
COc1cc(OC)cc(C(=O)Nc2ccc3c(c2)COC3=O)c1 | 90
CCCC12CN3CC(C)(CN(C1)C3c1ccc(OC(C)C)cc1)C2=O (configuration not stated) | 86

High-throughput results from PubChem.
